TNF necrop inh: inhibitors of TNF-alpha induced necroptosis in Jurkat FADD-/- cells. Jurkat FADD-/- TNF necroptosis rescue, ATP luminescence, 24 h; 0 = TNF only, 100 = no-TNF cells. activation (protection from cell death), % at 10 µM. actives 0.068% (n = 220,000). AID 463075;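 active means activation, meaning protection from cell death, of at least 50% relative to plate controls; inactive means activation below 50%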;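 further: necroptosis triggered by 40 ng/mL TNF-alpha added together with compound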
CHOP inhibitor: blocks CHOP induction under ER stress; AID 2732; CHO-K1 CHOP-promoter luciferase, tunicamycin-induced, 15-18 h; inhibition, % at 10 µM; actives 3.8% (n = 220,000);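 active means compounds that reduced the stress-induced luciferase reporter signal by more than about 70% of percent inhibition, limit read from the data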;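 further: 0% = tunicamycin plus vehicle and 100% = wells without tunicamycin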
Tb hexokinase: T. brucei hexokinase 1 inhibition. AID 1430. actives 0.11% (n = 220,000). recombinant TbHK1, G6PDH-coupled NADH A340. inhibition, % at 10 µM;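 active means inhibition of 50% or more in the single-dose primary screen; inactive means inhibition below 50%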
Wee1 stabilizer: inhibitors of human Wee1 degradation; P30291; HeLa Luc-Wee1K328M stability, luciferase luminescence; 100% = proteasome inhibitor MG132 effect; reporter increase, % at 5 µM; actives 1.2% (n = 220,000); AID 1321;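 active means activation above the mean of all tested compounds plus 3 SD, set per screening run, cut at about 8.8% in these data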;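 further: cells exposed to compound for 20 h before luminescence read; 0% = DMSO alone and 100% = MG132 at 30 µM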
Target sequence (P30291 whole entry K328M): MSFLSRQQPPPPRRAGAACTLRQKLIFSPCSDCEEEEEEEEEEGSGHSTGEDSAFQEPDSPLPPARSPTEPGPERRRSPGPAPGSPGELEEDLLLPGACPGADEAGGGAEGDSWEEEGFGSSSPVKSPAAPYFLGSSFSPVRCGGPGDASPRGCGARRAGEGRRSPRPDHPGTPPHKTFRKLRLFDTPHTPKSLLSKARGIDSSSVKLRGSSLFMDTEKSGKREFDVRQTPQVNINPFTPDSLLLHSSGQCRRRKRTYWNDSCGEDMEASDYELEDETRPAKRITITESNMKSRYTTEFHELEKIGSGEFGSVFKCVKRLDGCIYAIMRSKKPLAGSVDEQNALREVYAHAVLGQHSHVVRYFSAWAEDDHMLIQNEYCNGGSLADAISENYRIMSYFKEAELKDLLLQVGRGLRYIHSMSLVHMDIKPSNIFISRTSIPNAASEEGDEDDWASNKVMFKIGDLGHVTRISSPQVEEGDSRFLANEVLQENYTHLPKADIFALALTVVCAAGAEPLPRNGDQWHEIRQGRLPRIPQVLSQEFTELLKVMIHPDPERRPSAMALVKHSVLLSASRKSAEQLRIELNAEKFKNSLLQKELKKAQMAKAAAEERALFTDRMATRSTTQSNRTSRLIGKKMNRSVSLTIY
FXIa inh 1536: blocks human coagulation factor XIa protease activity; P03951; purified FXIa, Boc-Glu-Ala-Arg-AMC fluorogenic substrate; inhibition, % at 5 µM; actives 0.14% (n = 220,000);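 active means inhibition of at least 40%; inactive means inhibition below 40%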;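 further: fluorescence of freed AMC excited at 355 nm; 0% = enzyme without compound and 100% = no enzyme blank; many of its hits are not listed in these tables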
FXIIa inh: blocks human coagulation factor XIIa protease activity. P00748. AID 800. actives 0.3% (n = 220,000). purified FXIIa, Boc-QGR-AMC fluorogenic substrate, 2 h. inhibition, % at 5 µM; in the data active means inhibition above about 40%;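 further: 0% = enzyme with no compound and 100% = blank without enzyme; many of its hits are not listed in these tables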
zVAD death inh: L929 zVAD cell death inhibition; L929 zVAD necroptosis rescue, ATP luminescence, 24 h; with zVAD 60 µM; actives 0.38% (n = 220,000); viability rescue, % at 10 µM;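 active means activation, scaled between plate controls, above about 75%, limit read from the data; inactive means activation under that limit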;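 further: 0% = zVAD with DMSO and 100% = DMSO alone without zVAD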
PPC-1+TRAIL kill: compounds killing PPC-1 cancer cells with TRAIL present (potentiator screen, no TRAIL-free arm); PPC-1 cells + TRAIL, ATPLite viability luminescence; cell killing (% activity), % at 4 µM; AID 1443; actives 0.41% (n = 220,000);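 active means cell killing above 50% in the first pass at 4 µM, then a duplicate retest at 5 µM averaging 50% or more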;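 further: plate controls were cells with TRAIL plus DMSO for no effect and medium-only wells lacking cells for full effect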
EP2 antag: inhibitors of human EP2 prostaglandin E2 receptor. P43116. actives 0.52% (n = 260,000). C6 glioma cells expressing human EP2, cAMP TR-FRET; cells stimulated with saturating PGE2. inhibition, % at 25 µM. AID 1422;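 active means percent inhibition above 40 after rounding to a whole number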;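 further: rat C6 glioma host cells with rolipram phosphodiesterase inhibitor present; the protocol text gives 20 µM as final concentration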
Target sequence (P43116 whole entry, looked up): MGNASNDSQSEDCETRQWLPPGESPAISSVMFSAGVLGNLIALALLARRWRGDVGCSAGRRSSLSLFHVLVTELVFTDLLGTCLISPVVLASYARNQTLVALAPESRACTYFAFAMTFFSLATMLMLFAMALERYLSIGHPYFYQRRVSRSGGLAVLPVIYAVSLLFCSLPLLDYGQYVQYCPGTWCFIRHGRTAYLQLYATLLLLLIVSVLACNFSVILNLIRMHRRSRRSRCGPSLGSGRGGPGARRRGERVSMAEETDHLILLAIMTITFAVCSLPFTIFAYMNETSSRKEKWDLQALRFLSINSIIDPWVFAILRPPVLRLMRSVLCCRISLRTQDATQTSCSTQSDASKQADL
Active calls of the source: *; & = joins results of further samples. This is a subset (hit frequency here may not be typical).

What do the screens show for `CC(C)(C)OC(=O)NCc1nc(N)n[nH]1`?
TNF necrop inh: -1.0; CHOP inhibitor: -8; Tb hexokinase: 0; Wee1 stabilizer: -2; FXIa inh 1536: 4; FXIIa inh: 19; zVAD death inh: -0.6; PPC-1+TRAIL kill: 30; EP2 antag: 10

Results for CC1=C(C(=O)OCC(C)C)C(c2cccc(F)c2)N2C(=O)C(C)SC2=N1 (stereo unspecified) ?
TNF necrop inh: 0.8; CHOP inhibitor: 78*; Tb hexokinase: 26; Wee1 stabilizer: -2; FXIa inh 1536: -3; FXIIa inh: 6; zVAD death inh: -0.6; PPC-1+TRAIL kill: 37; EP2 antag: 21

Results for COC(=O)c1ccc(C2N=C(c3cccs3)CC(c3ccccc3O)N2)cc1 (stereo unspecified) ?
TNF necrop inh: 0.6; CHOP inhibitor: 27; Tb hexokinase: -13; Wee1 stabilizer: 0; FXIa inh 1536: -4; FXIIa inh: 2; zVAD death inh: 0.5; PPC-1+TRAIL kill: 9; EP2 antag: 5

What do the screens show for `Cc1nn(CCC#N)c2nc(C(F)(F)F)[nH]c(=O)c12`?
TNF necrop inh: 1.1; CHOP inhibitor: 2; Tb hexokinase: 4; Wee1 stabilizer: -1; FXIa inh 1536: 1; FXIIa inh: 4; zVAD death inh: 3.3; PPC-1+TRAIL kill: -4; EP2 antag: 7

Results for COc1ccc(OC)c2c(C)cc(C)nc12 ?
TNF necrop inh: -0.9; CHOP inhibitor: -19; Tb hexokinase: -3; Wee1 stabilizer: 3; FXIa inh 1536: -9; FXIIa inh: 0; PPC-1+TRAIL kill: 20; EP2 antag: 6

What do the screens show for `CC(C)N=C1NN=C(c2ccc(F)cc2)CS1`?
TNF necrop inh: -0.9; CHOP inhibitor: 19; Tb hexokinase: -9; Wee1 stabilizer: -1; FXIa inh 1536: 9; FXIIa inh: 1; zVAD death inh: 2.5; PPC-1+TRAIL kill: 14; EP2 antag: 14

What do the screens show for `CCCCCCN1Cc2ccccc2C1`?
TNF necrop inh: -2.5; CHOP inhibitor: -10; Tb hexokinase: 0; Wee1 stabilizer: -2; FXIa inh 1536: 7; FXIIa inh: 18; zVAD death inh: -0.2; PPC-1+TRAIL kill: 11; EP2 antag: 14

How did COc1ccc2nc(NC(=O)CCc3cc(OC)c(OC)c(OC)c3)sc2c1 do in these assays?
TNF necrop inh: 6.0; CHOP inhibitor: 19; Tb hexokinase: -6; Wee1 stabilizer: -3; FXIa inh 1536: -5; FXIIa inh: -4; zVAD death inh: 88*; PPC-1+TRAIL kill: 4; EP2 antag: 5

What do the screens show for `COCCCNC(=O)c1ccc2c(=O)n(C3CCCC3)c(=S)[nH]c2c1`?
TNF necrop inh: -1.0; CHOP inhibitor: 10; Tb hexokinase: -2; Wee1 stabilizer: 8; FXIa inh 1536: 9; FXIIa inh: 15; zVAD death inh: -0.2; PPC-1+TRAIL kill: 22; EP2 antag: 1

What do the screens show for `COc1cccc(C(=O)OC(C)CN2CCCC2)c1` (stereo unspecified)?
TNF necrop inh: -3.2; CHOP inhibitor: -3; Tb hexokinase: 4; Wee1 stabilizer: -1; FXIa inh 1536: -2; FXIIa inh: 11; zVAD death inh: -0.4; PPC-1+TRAIL kill: -7; EP2 antag: 11

Results for COCC(=O)Nc1ccc2c(c1)OCO2 ?
TNF necrop inh: 0.4; CHOP inhibitor: -21; Tb hexokinase: -2; Wee1 stabilizer: 1; FXIa inh 1536: 3; FXIIa inh: 7; zVAD death inh: -0.4; PPC-1+TRAIL kill: 19; EP2 antag: 4

How did CCN1CCN(Cc2ccc(NC(=O)c3ccc(C)c(NC(=O)c4cc(-c5ccc(Br)cc5)n[nH]4)c3)cc2C(F)(F)F)CC1 do in these assays?
TNF necrop inh: -21; CHOP inhibitor: 61; Tb hexokinase: 1; FXIa inh 1536: 0; FXIIa inh: 8; zVAD death inh: 68; PPC-1+TRAIL kill: 18; EP2 antag: 7

What do the screens show for `CCN(c1ccccc1)P(=O)(Nc1ccccc1)Nc1ccccc1`?
TNF necrop inh: -0.1; CHOP inhibitor: 26; Tb hexokinase: 8; Wee1 stabilizer: 4; FXIa inh 1536: 1; FXIIa inh: 5; zVAD death inh: 0.4; PPC-1+TRAIL kill: 3; EP2 antag: 2

Results for CCOC(=O)C1=C(C)NC(=O)NC1c1ccc(OCC(=O)Nc2ccccc2)c(OC)c1 (stereo unspecified) ?
TNF necrop inh: -0.9; CHOP inhibitor: 21; Tb hexokinase: 2; Wee1 stabilizer: 0; FXIa inh 1536: 0; FXIIa inh: -2; zVAD death inh: 1.3; PPC-1+TRAIL kill: -12; EP2 antag: 12&9

What do the screens show for `Cc1nc(CNC(=O)c2ccccc2OC2CCN(S(C)(=O)=O)CC2)cs1`?
TNF necrop inh: 0.7; CHOP inhibitor: -1; Tb hexokinase: -1; Wee1 stabilizer: -3; FXIa inh 1536: -5; FXIIa inh: 4; zVAD death inh: 3.6; PPC-1+TRAIL kill: 42; EP2 antag: 11

Results for COc1cc(C)nc(Oc2ccc(OCc3ccccc3)nn2)n1 ?
TNF necrop inh: -1.0; CHOP inhibitor: -30; Tb hexokinase: 4; Wee1 stabilizer: 2; FXIa inh 1536: 2; FXIIa inh: 6; zVAD death inh: -0.2; PPC-1+TRAIL kill: 10; EP2 antag: 7

How did CCCC(=O)Nc1ccc(NC(=O)c2cccc(OC)c2)nc1 do in these assays?
TNF necrop inh: -1.0; CHOP inhibitor: 19; Tb hexokinase: 1; Wee1 stabilizer: 0; FXIa inh 1536: 1; FXIIa inh: 13; zVAD death inh: 0.2; PPC-1+TRAIL kill: 19; EP2 antag: 7&12

How did N#Cc1ccsc1NC(=O)COC(=O)c1cc(Br)ccc1O do in these assays?
TNF necrop inh: -1.2; CHOP inhibitor: -17; Tb hexokinase: -22; Wee1 stabilizer: 0; FXIa inh 1536: 2; FXIIa inh: 6; zVAD death inh: -0.6; PPC-1+TRAIL kill: 7; EP2 antag: 12

Results for CC(NC(=O)CC1Nc2ccccc2NC1=O)c1ccccc1 (stereo unspecified) ?
TNF necrop inh: -2.3; CHOP inhibitor: 18; Tb hexokinase: -12; Wee1 stabilizer: -3; FXIa inh 1536: -1; FXIIa inh: -3; zVAD death inh: 1.2; PPC-1+TRAIL kill: -10; EP2 antag: 9

What do the screens show for `O=C(NCC1CCCO1)c1cc2c(s1)CS(=O)(=O)C2` (stereo unspecified)?
TNF necrop inh: 1.0; CHOP inhibitor: 7; Tb hexokinase: 5; Wee1 stabilizer: 3; FXIa inh 1536: 14; FXIIa inh: 28; zVAD death inh: 0.0; PPC-1+TRAIL kill: 21; EP2 antag: 9

How did CCCc1nnc(SCC(=O)Nc2ccc(OC)cc2)n1N do in these assays?
TNF necrop inh: 0.8; CHOP inhibitor: 18; Tb hexokinase: 1; Wee1 stabilizer: -1; FXIa inh 1536: 5; FXIIa inh: 1; zVAD death inh: 0.9; PPC-1+TRAIL kill: 23; EP2 antag: 4

How did Cc1occc1-c1nnc(SCc2cc(=O)n3cc(Br)ccc3n2)n1C do in these assays?
TNF necrop inh: 0.7; CHOP inhibitor: 8; Tb hexokinase: -20; Wee1 stabilizer: 3; FXIa inh 1536: 7; FXIIa inh: 14; zVAD death inh: 0.9; PPC-1+TRAIL kill: 4

How did CC(c1ccccc1)N1C(=O)/C(=C/c2ccncc2)SC1=S (stereo unspecified) do in these assays?
TNF necrop inh: -20; CHOP inhibitor: 86*; Tb hexokinase: -19; Wee1 stabilizer: 7; FXIa inh 1536: 1; FXIIa inh: 3; zVAD death inh: -1.5; PPC-1+TRAIL kill: -14; EP2 antag: 14

Results for CC1CCCN(C(=O)C(Cc2ccccc2)n2cccc2)C1 (stereo unspecified) ?
TNF necrop inh: -0.2; CHOP inhibitor: 21; Tb hexokinase: -5; Wee1 stabilizer: 0; FXIa inh 1536: -8; FXIIa inh: -6; zVAD death inh: 0.1; PPC-1+TRAIL kill: 5; EP2 antag: 9

What do the screens show for `COc1cccc(CN2CCC(N(CCc3ccccc3)Cc3ccccc3)CC2)c1OC`?
TNF necrop inh: 2.8; CHOP inhibitor: 50; Tb hexokinase: 16; Wee1 stabilizer: -1; FXIa inh 1536: 8; FXIIa inh: 8; zVAD death inh: -0.2; PPC-1+TRAIL kill: 20; EP2 antag: 5

Results for Cc1ccc(C(=O)N/C(=C/c2ccco2)C(=O)NCCc2c[nH]c3ccccc23)cc1 ?
TNF necrop inh: 1.2; CHOP inhibitor: 5; Tb hexokinase: 6; Wee1 stabilizer: -2; FXIa inh 1536: -6; FXIIa inh: 8; zVAD death inh: 0.1; PPC-1+TRAIL kill: 6; EP2 antag: 14

What do the screens show for `Cc1nc(-c2ccccc2)sc1C1(C)CC(c2cccc([N+](=O)[O-])c2)=NO1` (stereo unspecified)?
TNF necrop inh: 1.8; CHOP inhibitor: 20; Tb hexokinase: 1; FXIa inh 1536: 0; FXIIa inh: 7; zVAD death inh: 0.5; PPC-1+TRAIL kill: -3; EP2 antag: 19

How did COCCNC(=O)CN1CCC(NC(=O)Nc2ccccc2)CC1 do in these assays?
TNF necrop inh: -0.6; CHOP inhibitor: 15; Tb hexokinase: 6; Wee1 stabilizer: -3; FXIa inh 1536: 8; FXIIa inh: 21; zVAD death inh: -0.1; PPC-1+TRAIL kill: 15; EP2 antag: 3&13

Results for N#CCSc1nnc2ccc3ccccc3n12 ?
TNF necrop inh: -2.8; CHOP inhibitor: -44; Tb hexokinase: 5; Wee1 stabilizer: 0; FXIa inh 1536: -8; FXIIa inh: -9; zVAD death inh: 0.7; PPC-1+TRAIL kill: 18; EP2 antag: 15

What do the screens show for `CCc1c(C)sc(NC(=O)c2cc(C(C)C)on2)c1C#N`?
TNF necrop inh: 0.1; CHOP inhibitor: -22; Tb hexokinase: -9; Wee1 stabilizer: 0; FXIa inh 1536: 3; FXIIa inh: 1; zVAD death inh: 2.9; PPC-1+TRAIL kill: 11; EP2 antag: 3

Results for COc1ccc(-c2csc(NC(=O)c3nc(-c4ccccc4)oc3C)n2)cc1 ?
TNF necrop inh: -3.4; CHOP inhibitor: 18; Tb hexokinase: -12; Wee1 stabilizer: -2; FXIa inh 1536: -19; FXIIa inh: 1; zVAD death inh: 0.2; PPC-1+TRAIL kill: 14; EP2 antag: 14

What do the screens show for `Cc1ccccc1NC(=O)CCn1c(=O)oc2ccccc21`?
TNF necrop inh: 1.3; CHOP inhibitor: 7; Tb hexokinase: -2; Wee1 stabilizer: 0; FXIa inh 1536: 1; FXIIa inh: 9; zVAD death inh: 0.0; PPC-1+TRAIL kill: -14; EP2 antag: 7

Results for CCn1c(=NC(=O)CSC(C)=O)sc2cc(OC)ccc21 ?
TNF necrop inh: -2.2; CHOP inhibitor: -1; Tb hexokinase: -28; Wee1 stabilizer: -3; FXIa inh 1536: 3; FXIIa inh: 13; zVAD death inh: -0.1; EP2 antag: 13

How did Cc1ccc(N2C(=O)CSC2c2ccccn2)cc1Cl (stereo unspecified) do in these assays?
TNF necrop inh: -0.1; CHOP inhibitor: 1; Tb hexokinase: 1; Wee1 stabilizer: 1; FXIa inh 1536: 1; FXIIa inh: 16; zVAD death inh: 0.0; PPC-1+TRAIL kill: 29; EP2 antag: 23
